VEEV TC-83 Vero = inhibitors of VEEV TC-83 cytopathic effect, confirmation, Vero cells (AID 588727) | inhibition, % at 20 µM; hits with a dose series show IC50 in µM | Vero cells, VEEV TC-83 cytopathic effect inhibition; higher % means a stronger effect | actives 0.13% (n = 350,000); in the data active = a potency from the dose series; inconclusive = inhibition mostly from about 14% at the one dose, without a potency; inactive = the rest, 99 in 100 with inhibition below about 12%; also: strong numbers were not always called active
M. tuberculosis HTS = M. tuberculosis growth inhibition, HTS (AID 449762). M. tuberculosis H37Rv growth inhibition, 7H9 media; higher % means a stronger effect. one-dose inhibition, % at 25 µM; IC50 in µM for titrated hits. actives 0.59% (n = 330,000); in the data active = a potency from the dose series; inconclusive = inhibition above about 70% without an active follow-up result;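 also: bacterial growth assessed after seven days of incubation; strong numbers were not always called active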
Salmonella PhoP GFP = Inhibition of PhoP regulon, Salmonella typhi GFP reporter cells, confirmation, 4 h (AID 1850); inhibition, % at 50 µM; hits with a dose series show IC50 in µM; Salmonella Typhi PhoP-promoter GFP reporter, fluorescence, 4 h; higher % means a stronger effect; actives 0.33% (n = 310,000); in the data active = a potency from the dose series; inconclusive = inhibition mostly from about 25% at the one dose, without a potency; inactive = the rest, 99 in 100 with inhibition below about 19%;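 also: 0% = induced wells with vehicle and 100% = uninduced wells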
tuberculosis growth = growth inhibition of non-replicating M. tuberculosis (AID 488890); Mycobacterium tuberculosis non-replicating, growth inhibition; higher % means a stronger effect; actives 0.39% (n = 320,000); inhibition, % at 25 µM, or IC50 in µM where a hit was titrated; in the data active = a potency from the dose series; inconclusive = inhibition mostly from about 82% at the one dose, without a potency; inactive = the rest, 99 in 100 with inhibition below about 76%;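 also: plate controls were DMSO cells for no effect and high antibiotic wells for full effect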
influenza NS1A = H1N1 influenza NS1A inhibitors, functional cell based assay (AID 504329); NS1A functional cell-based assay, percent inhibition; higher % means a stronger effect; one-dose inhibition, % at 12.5 µM; IC50 in µM for titrated hits; actives 0.3% (n = 340,000); in the data active = a potency from the dose series; inconclusive = inhibition above about 27% without an active follow-up result; also: strong numbers were not always called active
VEEV TC-83 Vero 10K pilot screen = also measured in VEEV TC-83 Vero; calls as there; inhibition, %; measured here: 10K pilot screen inhibition
* = called active by the depositor; i = inactive; u = inconclusive; x = not tested or not shown.

SMILES	VEEV TC-83 Vero	M. tuberculosis HTS	Salmonella PhoP GFP	tuberculosis growth	influenza NS1A	others
COc1cc(OC)cc(C(=O)Nc2nnc(SCC(=O)NCc3ccco3)s2)c1	2.8%	9%	6%	77%	-1%
COc1cc(-c2nc(-c3ccccc3)c(-c3ccc(F)cc3)[nH]2)cc2c1OCO2	0.5%	10%	-5%	-1%	-5%
COc1ccc(S(=O)(=O)Nc2ccc(Oc3ncccn3)c(Cl)c2)cc1	0.3%	-7%	3%	-4%	-1%
COc1ccc(S(=O)(=O)N2CCC(C(=O)NCc3ccccn3)CC2)cc1Cl	0.5%	-9%	-2%	-5%	-19%
OC(COCc1cccs1)CN1CCN(c2cccc(Cl)c2)CC1 (configuration not stated)	i	-2%	5%	48%	29%
Cn1c(=O)n(CCCOc2ccc(Cl)cc2)c2ccccc21	3.9%	2%	-3%	-5%	-3%
Cc1ccc(CCNC(=O)c2nnn(-c3cc(C)cc(C)c3)c2N)cc1	2.1%	-4%	-12%	10%	7%
CCOC(=O)C1(CCOc2ccccc2)CCN(Cc2cccn2-c2ncccn2)CC1	0.7%	49%	-2%	76%	0%
Cc1ccc(CN2CCN(c3cccc4[nH]ccc34)CC2)cc1	0.1%	-9%	1%	40%	7%
COc1cc(C(=O)OCC(=O)NC2CCCCCC2)ccc1OCC(C)C	2.5%	-5%	8%	5%	-10%
COc1ccccc1N1CCN(C(=O)c2ccc(COc3cccc4c3OC(C)(C)C4)cc2)CC1	3.1%	1%	-6%	37%	0%
O=C1CN(CC(=O)NC2CCCc3ccccc32)CCN1 (configuration not stated)	0.6%	-3%	-9%	-7%	-1%
COc1cc(CNC2CCCC2)cc(Cl)c1OCc1ccc(F)cc1	i	10%	8%	i	6%
CN(C)c1cccc(C(=O)OCC(=O)NCC2CCCO2)c1 (configuration not stated)	5.5%	2%	4%	-10%	0%
O=C(CSc1cccc(C(F)(F)F)c1)NCc1ccccc1	0.7%	5%	3%	19%	-2%
COc1cc(-c2nc3c[n+](CC(=O)c4ccccc4)ccc3n2C)cc(OC)c1OC	0.8%	4%	-6%	11%	-19%
O=S(=O)(c1ccccc1)N1CCN=C1SCc1c(F)cccc1Cl	7.7%	8%	-20%	28%	-9%
O=C(NCc1ccc(-n2cccc2)cc1)c1cccc(F)c1	0.4%	1%	4%	2%	-2%
O=C(Nc1ccc(Br)cc1)c1cccc(S(=O)(=O)Nc2ccccn2)c1	2.3%	3%	3%	-3%	-5%
O=C(CN(C(=O)CCC(=O)Nc1nccs1)c1ccc2c(c1)OCCO2)NCc1ccco1	1.6%	-4%	1%	-5%	-7%
CCOc1ccc(Br)cc1S(=O)(=O)NCc1ccncc1	i	-2%	-7%	-3%	x
COCCOC(=O)C1=C(C)OC(N)=C(C#N)C1c1cc2cccc(C)c2nc1Cl (configuration not stated)	1.2%	6%	-4%	-12%	-1%
COc1ccc(NC(=O)c2cccc(-n3cnnn3)c2)cc1	1.1%	-20%	3%	6%	-2%
CCN(CC(=O)Nc1c(F)cccc1F)C(=O)CCSc1ccc(C)cc1	1.3%	-3%	2%	27%	3%
Cc1ccc(N2CC(c3nc4ccccc4n3C)CC2=O)cc1C (configuration not stated)	8.4%	-5%	3%	-2%	0%
CN1CCN(Cc2c(O)ccc3c(=O)c(Oc4ccccc4Cl)c(C(F)(F)F)oc23)CC1	0.1%	-8%	1%	-27%	3%
CC1(C)CC(NC(=O)C(c2ccccc2)c2ccccc2)CC(C)(C)N1	i	-3%	4%	-2%	-2%
CC(C)N(Cc1ccccc1)C(=O)COC(=O)CCC(=O)c1ccc(F)cc1	4.1%	-2%	x	-11%	-12%
NC(=S)NN=Cc1nccc2ccccc12	u	x	x	x	2µM*
O=C(CN1C(=O)S/C(=C\c2ccc(Cl)cc2)C1=O)NNC(=O)c1ccccc1O	2.2%	-8%	-10%	-23%	15%
CN(C)c1nc(NCc2ccccc2)nc(N/N=C/c2ccc(Cl)cc2Cl)n1	3.9%	9%	-5%	7%	7%
CC(=O)c1cccc(OCC(=O)N2CCN(c3ccc(C(F)(F)F)cn3)CC2)c1	1.4%	1%	2%	19%	3%
CCOc1cc(/C=N/NC(=O)CCn2nc(C)cc2C)ccc1O	1.7%	1%	-22%	-4%	10%
COc1ccc(S(=O)(=O)Nc2ccc3oc(C)c(C(C)=O)c3c2)cc1	1.6%	3%	-4%	18%	9%
CCN(CC)c1ccc(C(=O)OCC(=O)N2CCN(c3ccccc3)CC2)cc1	1.7%	5%	-8%	5%	-15%
Cc1c(NS(=O)(=O)c2ccccc2)cc(Cl)c(O)c1C	6.6%	-4%	13%	73%	-4%
CCn1cc(C(=O)N2CCc3ccccc32)c(=O)c2cc(S(=O)(=O)N3CCCCCC3)ccc21	i	5%	20%	28%	5%
CCC(=O)Nc1cccc(NC(=O)CSc2nnc(C3CC3)n2C)c1	i	-4%	3%	-2%	-2%
Clc1ccc(Cn2ncc3c(NCc4cccnc4)ncnc32)cc1	3.2%	1%	1%	31%	2%
COc1ccc(NS(=O)(=O)c2cc(C(=O)NNC(=O)c3ccncc3)ccc2OC)c(OC)c1	x	-8%	x	-5%	x
COc1ccc(C(=O)COC(=O)CCN2C(=O)C3C4C=CC(C5CC45)C3C2=O)cc1 (configuration not stated)	1.1%	2%	-6%	u	-9%
NC(=O)C1CCN(C(=O)c2ccc(C(F)(F)F)cc2)CC1	0.5%	-6%	-2%	-3%	-15%
O=C(CCN1CCN(C/C=C/c2ccccc2)CC1)Nc1ccccc1	0.4%	-2%	-10%	7%	-3%
c1ccc(C(CN2CCOCC2)c2ccccc2)cc1	0.2%	-2%	11%	-12%	1%
Cc1nc(C)c(C(=O)OCC(=O)Nc2ccccc2SCC#N)s1	1.6%	7%	x	-10%	-11%
COc1ccc(C)cc1-n1c(SCC(=O)NC2CC2)nc2ccccc2c1=O	9.7%	-3%	x	26%	-14%
C[C@@H]1CC[C@@]2(O[C@H](CCO)C[C@H](O)[C@H]2O)O1	0.2%	-3%	5%	-6%	-2%
CN(CC(=O)NCCC1=CCCCC1)S(=O)(=O)c1ccc2c(c1)c(=O)n(C)c(=O)n2C	i	-1%	-13%	x	-2%
Cc1cc(NS(=O)(=O)c2ccc(NC(=O)CNS(=O)(=O)c3ccccc3)cc2)nc(C)n1	6.9%	2%	x	28%	-2%
CCOc1ccccc1NC(=O)CSc1nnc(-c2ccccn2)n1Cc1ccco1	2.3%	7%	-8%	27%	0%
(next part)
SMILES	VEEV TC-83 Vero	M. tuberculosis HTS	Salmonella PhoP GFP	tuberculosis growth	influenza NS1A	others
COc1ccc(-c2cc(C(=O)NC3CC3)c3ccccc3n2)cc1	3.1%	6%	-1%	12%	-9%
Cc1ccccc1-n1c(C)nnc1SCC(=O)N1CC(=O)Nc2ccccc21	i	1%	-7%	-2%	-6%
COc1cccc(N(CC(=O)NCc2ccccc2)C(=O)CCC(=O)Nc2nccs2)c1	2.2%	-6%	-7%	6%	-3%
CCOC(=O)c1c(C)[nH]c(C)c1C(=O)COC(=O)c1cccnc1OCC	10%	-4%	x	22%	1%
O=C(/C=C/c1ccc(Cl)cc1Cl)N1CCN(c2ccccc2[N+](=O)[O-])CC1	0.3%	1%	-3%	33%	11%
C[C@H](CO)N1C[C@H](C)[C@@H](CN(C)S(=O)(=O)c2ccc(F)cc2)Oc2c(NS(=O)(=O)c3ccc(F)cc3)cccc2C1=O	2.7%	5%	x	22%	-1%
COc1cc(CNC(=O)c2cnc(C)cn2)cc(OC)c1	i	4%	9%	11%	-17%
CCCc1cc(=O)[nH]c(SCC(=O)Nc2sc(C(N)=O)c(C)c2C(=O)OCCOC)n1	1.7%	-10%	x	16%	4%
Cc1cc(C)n2nc(SCC(=O)Nc3c(C)n(C)n(-c4ccccc4)c3=O)nc2n1	1.1%	-9%	3%	-17%	6%
CCOC(=O)Cc1csc(NC(=O)COc2ccc3c(C)cc(=O)oc3c2)n1	3.3%	5%	3%	22%	-8%
O=C(O)C1CCN(C(=O)c2scc3c2OCCO3)CC1	3.6%	3%	3%	-4%	18%
CN(C)S(=O)(=O)c1cccc(C(=O)OCC(=O)Nc2sccc2C#N)c1	1.1%	1%	1%	-17%	29%
CCN(CC)S(=O)(=O)c1cccc(C(=O)Nc2cc(C)on2)c1	0.5%	-5%	0%	-3%	-5%
O=C1S/C(=C\C=C\c2ccco2)C(=O)N1c1ccccc1	1.6%	28%	-6%	59%	0%
Cc1ccc(C(=O)NCCc2ccc(F)cc2)s1	1.4%	-5%	10%	54%	10%
CC(Oc1ccc(C#N)cc1)C(=O)c1ccc(F)c(F)c1 (configuration not stated)	1.0%	0%	7%	76%	-6%
CCOC(=O)c1sc(/N=C/c2c(O)n(-c3ccccc3)c(=O)[nH]c2=O)c(C#N)c1C	5.7%	x	-1%	21%	6%
Cc1cc(C)c2c(=O)[nH]c(SCc3ccccc3C)nc2n1	2.1%	-6%	5%	-21%	2%
Cn1c(=O)c2c(nc(OCC3COC(C)(C)O3)n2Cc2ccccc2F)n(C)c1=O (configuration not stated)	0.9%	1%	3%	5%	11%
Oc1ccc(/C=C/c2ccnc3ccccc23)cc1	i	4%	0%	4%	-7%

Sorted by count of non-hydrogen atoms (low to high): part of the list above.
SMILES	VEEV TC-83 Vero	M. tuberculosis HTS	Salmonella PhoP GFP	tuberculosis growth	influenza NS1A	others
O=C1S/C(=C\C=C\c2ccco2)C(=O)N1c1ccccc1	1.6%	28%	-6%	59%	0%
CN(C)S(=O)(=O)c1cccc(C(=O)OCC(=O)Nc2sccc2C#N)c1	1.1%	1%	1%	-17%	29%
Cn1c(=O)c2c(nc(OCC3COC(C)(C)O3)n2Cc2ccccc2F)n(C)c1=O (configuration not stated)	0.9%	1%	3%	5%	11%

(list continues)
SMILES	VEEV TC-83 Vero	M. tuberculosis HTS	Salmonella PhoP GFP	tuberculosis growth	influenza NS1A	others
COc1ccc(S(=O)(=O)Nc2ccc(NC(C)=O)cc2)cc1Br	0.8%	-3%	3%	2%	-11%
Cc1ccc(C(C(=O)NC2CCCC2)N(Cc2ccc3c(c2)OCO3)C(=O)c2snc(C(N)=O)c2N)cc1 (configuration not stated)	2.6%	2%	14%	15%	-14%
CC(Sc1nc2ccccc2s1)C(=O)N1CCOCC1 (configuration not stated)	0.9%	-4%	4%	7%	-1%
CC(=O)Nc1ccc(NC(=O)c2ccc(N(Cc3ccccc3C)S(C)(=O)=O)cc2)cc1	i	2%	3%	-9%	10%
CC(C)c1ccccc1NC(=O)c1cccnc1	0.4%	-11%	-5%	-5%	2%
Cc1cccc(OCCn2c(=O)sc3ccccc32)c1	5.5%	3%	9%	40%	-1%
O=C(Nc1ccc(O)c2c(=O)cc(-c3ccccc3Cl)oc12)c1ccc(F)cc1	i	x	x	x	-6%
O=S(=O)(c1ccc(F)cc1)c1nc(-c2ccco2)oc1Nc1ccccc1	7.2%	-6%	-9%	4%	10%
CC(=O)N1CCN(Cc2nc3cc(NC(=O)c4cccc(Br)c4)ccc3n2C)CC1	0.5%	-1%	-16%	26%	-5%
O=C(NC1CCCC1)c1cccc2c1C(=O)c1ccc(Cl)cc1S2(=O)=O	0.1%	1%	x	0%	0%

Pulled by compound from the list above, four records:
SMILES	VEEV TC-83 Vero	M. tuberculosis HTS	Salmonella PhoP GFP	tuberculosis growth	influenza NS1A	others
CC(=O)N1CCN(Cc2nc3cc(NC(=O)c4cccc(Br)c4)ccc3n2C)CC1	0.5%	-1%	-16%	26%	-5%
Cc1cccc(OCCn2c(=O)sc3ccccc32)c1	5.5%	3%	9%	40%	-1%
CC(=O)Nc1ccc(NC(=O)c2ccc(N(Cc3ccccc3C)S(C)(=O)=O)cc2)cc1	i	2%	3%	-9%	10%
CC(Sc1nc2ccccc2s1)C(=O)N1CCOCC1 (configuration not stated)	0.9%	-4%	4%	7%	-1%

Going on with the list:
SMILES	VEEV TC-83 Vero	M. tuberculosis HTS	Salmonella PhoP GFP	tuberculosis growth	influenza NS1A	others
Cn1c(=O)[nH]c(=O)c2c1nc(SCCO)n2CC(O)COc1ccccc1 (configuration not stated)	1.5%	2%	-8%	13%	13%	VEEV TC-83 Vero 10K pilot screen=0.9
Cc1cc(OCC(=O)Nc2ccccc2C)no1	3.1%	-7%	x	25%	-12%
CC1CC(C)CN(C(=O)c2ccc3c(=O)n(Cc4ccc5c(c4)OCO5)c(=S)[nH]c3c2)C1 (configuration not stated)	i	-5%	2%	-1%	-8%
Cc1cc(Cn2nc(C(=O)NCc3cccc(C(F)(F)F)c3)cc2-c2ccccc2)on1	4.1%	21%	8%	16%	9%
N#CC1=C(C=Nc2ccccc2O)CCC1	1.9%	x	-7%	12%	-6%
O=C(CSc1ncn[nH]1)Nc1ccc2c(c1)CCC2	5.3%	30%	-7%	-1%	3%
Cc1ccc(C(C)C)c(O)c1C(=O)O	0.7%	x	x	x	1%
CC(=O)c1c(C)[nH]c(C(=O)OCC(=O)N2CCCC2=O)c1C	i	-1%	x	-1%	-2%
